# sEH activator: activators of human soluble epoxide hydrolase | P34913 | purified human sEH enzymatic activity, activator screen | activation, % at 2 µM | 0.04% of 91,000 active; in the data active = activation above about 37%; note: values of inactives mirror those of a sister screen read the other way
# S1P2 ag: agonists of human S1P2 receptor | O95136 | S1P2-expressing cell line, agonist reporter read-out | activation, % at 4.5 µM | 0.46% of 97,000 active; in the data active = activation above about 16%;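 note: 0% = vehicle low control and 100% = maximal reference agonist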
# H69AR growth 86K: blocks growth of human H69AR lung tumor cells | H69AR lung tumor viability, ATP luminescence, 72 h; active compounds read low | AID 598 | 6% of 85,000 active | viability, % at 10 µM;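 active = viability at or below 40%; inactive = viability above 40%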;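 note: multidrug resistant small cell line overexpressing MRP-1 efflux transporter; 100% = mean luminescence of untreated control wells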
# PostGolgi ctrl: growth of the yeast control strain, post-Golgi counter-screen | inhibition, % at 10 µM | efflux-deficient yeast background strain, growth absorbance A615, 16 h | 5% of 98,000 active; in the data active = inhibition above about 30%
# Lung fibro prol: blocks proliferation of human lung fibroblasts | LL 47 human lung fibroblast viability, ATP luminescence; active compounds read low | 1.1% of 85,000 active | AID 719 | viability, % at 10 µM;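 active = viability at or below 50% in the single dose screen; inactive = viability above 50%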;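 note: compound exposure lasted 72 h before the ATP readout; 100% = median luminescence of untreated cell-only wells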
#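 test system = LL 47 human lung fibroblasts | amount = 1,150 fibroblasts seeded per well | medium = 15% FBS in IMEM | times = overnight cell rest, 72 h compound treatment at 37 °C | measured by = CellTiter-Glo luminescence measuring cellular ATP | read-out = viability percentage against median untreated-cell control | benchmarks = cell-only wells, no compound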
# PTPN22 act: increases human PTPN22 phosphatase activity. recombinant LYP, DiFMUP fluorescence; 0 = plate median, 100 = signal doubled. activation, % at 2 µM. 0.11% of 96,000 active. AID 697;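 active = activation at 2 µM above a set limit, the mean plus 5 SD, cut at about 37% in these data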
# Target sequence (Q9Y2R2 whole entry, looked up): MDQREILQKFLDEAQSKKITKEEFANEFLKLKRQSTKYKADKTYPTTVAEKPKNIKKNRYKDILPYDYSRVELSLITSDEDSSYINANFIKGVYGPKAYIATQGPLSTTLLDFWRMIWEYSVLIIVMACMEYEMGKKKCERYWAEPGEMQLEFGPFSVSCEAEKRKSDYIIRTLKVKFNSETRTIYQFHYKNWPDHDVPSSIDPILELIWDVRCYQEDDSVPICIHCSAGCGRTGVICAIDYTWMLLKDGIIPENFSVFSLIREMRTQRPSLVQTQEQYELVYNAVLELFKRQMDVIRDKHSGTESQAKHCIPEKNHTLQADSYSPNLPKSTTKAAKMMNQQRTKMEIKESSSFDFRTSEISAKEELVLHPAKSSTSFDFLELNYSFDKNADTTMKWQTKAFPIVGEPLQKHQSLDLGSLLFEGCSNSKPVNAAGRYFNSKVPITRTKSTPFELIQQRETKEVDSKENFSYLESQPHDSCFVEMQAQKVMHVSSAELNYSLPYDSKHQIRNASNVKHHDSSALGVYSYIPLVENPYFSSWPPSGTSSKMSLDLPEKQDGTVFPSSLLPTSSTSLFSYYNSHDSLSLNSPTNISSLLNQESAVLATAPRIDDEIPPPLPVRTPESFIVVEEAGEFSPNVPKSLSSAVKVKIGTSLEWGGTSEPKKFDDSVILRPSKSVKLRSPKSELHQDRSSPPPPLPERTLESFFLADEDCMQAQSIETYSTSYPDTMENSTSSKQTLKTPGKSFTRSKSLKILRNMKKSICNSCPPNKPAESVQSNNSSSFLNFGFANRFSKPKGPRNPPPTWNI
# sEH inhibitor: blocks human soluble epoxide hydrolase activity; P34913; recombinant human sEH enzymatic activity assay; inhibition, % at 2 µM; 0.34% of 91,000 active; AID 707; in the data active = inhibition above about 80%; note: values of inactives mirror those of a sister screen read the other way; many of its hits are not listed in these tables
# S1P2 blocker: blocks the human S1P2 receptor; inhibition, % at 5 µM; 0.21% of 97,000 active; O95136; cell-based S1P2 antagonist assay, inhibition at 5 uM; in the data active = inhibition above about 45%;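 note: CRE beta-lactamase reporter cells expressing human S1P2 stimulated with S1P; 0% = agonist at EC80 alone and 100% = agonist plus reference antagonist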
# HUVEC inhibit: blocks proliferation of human endothelial cells; viability, % at 10 µM (by protocol); HUVEC proliferation, CellTiter-Glo luminescence, 72 h; active compounds read low; 1.1% of 86,000 active;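 active = viability at or below 30%; inactive = viability above 30%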;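 note: 100% = median luminescence of DMSO-only cell control wells on each plate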
# Starred values were filed as active, the others as inactive; / = no result given. Only part of the results is shown (hit frequency here may not be typical).
compound	sEH activator	S1P2 ag	H69AR growth 86K	PostGolgi ctrl	Lung fibro prol	PTPN22 act	sEH inhibitor	S1P2 blocker	HUVEC inhibit
Cc1ccc(-c2nnn(CC(=O)N(CC(=O)NCc3ccccc3)c3cccc(C)c3C)n2)o1	1	-2	99	4	105	-5	-1	20	99
Cc1ccc(CSc2nnc3nc(C)cc(C)n23)cc1	6	-8	97	6	107	6	-3	-11	108
CCn1c(SCc2ccc(OC)cc2)nnc1-c1ccncc1	-12	-6	92	4	100	0	11	-2	107
Cc1nc(N2CCN(C)CC2)[nH]c(=O)c1Cc1cccc2ccccc12	8	-4	100	1	87	-4	-9	-12	81
CC1CCCCC1NC(=O)COc1ccc(-n2cnnn2)cc1 (configuration not stated)	4	-5	96	21	93	-3	-2	-1	93
CCOCCCn1c(=S)[nH]c2cc(C(=O)N3CCOCC3)ccc2c1=O	5	-6	94	5	98	4	-4	11	96
O=C(NCc1cccs1)C1CC(=O)N(C2CCCC2)C1 (configuration not stated)	1	-3	97	13	112	-4	-1	-64	94
O=c1c2[nH]c3cccc(Cl)c3c2ncn1Cc1ccncc1	-13	-8	90	16	99	12	12	-8	86
CCN(CC)C(=O)CSc1nsc(SCC(=O)N(CC)CC)c1C#N	18	-1	89	-5	94	-6	-20	2	97
C=CCc1c(C)nc2c(C(=O)O)cnn2c1C	9	-5	104	31*	90	-2	-10	14	107
CSc1cccc(NS(=O)(=O)c2cccs2)c1	-7	-1	101	12	95	-9	7	-16	93
CC(C)CC(=O)NC(=S)Nc1ccccc1C(=O)Nc1ccccc1	-6	-2	/	-5	/	2	4	-21	/

# Looked up one by one from above:
compound	sEH activator	S1P2 ag	H69AR growth 86K	PostGolgi ctrl	Lung fibro prol	PTPN22 act	sEH inhibitor	S1P2 blocker	HUVEC inhibit
O=C(NCc1cccs1)C1CC(=O)N(C2CCCC2)C1 (configuration not stated)	1	-3	97	13	112	-4	-1	-64	94
Cc1nc(N2CCN(C)CC2)[nH]c(=O)c1Cc1cccc2ccccc12	8	-4	100	1	87	-4	-9	-12	81
CC(C)CC(=O)NC(=S)Nc1ccccc1C(=O)Nc1ccccc1	-6	-2	/	-5	/	2	4	-21	/

# Carrying on:
compound	sEH activator	S1P2 ag	H69AR growth 86K	PostGolgi ctrl	Lung fibro prol	PTPN22 act	sEH inhibitor	S1P2 blocker	HUVEC inhibit
O=C(CC1CC2CCC1C2)OCC(=O)c1c[nH]c2ccccc12 (configuration not stated)	9	-4	71	26	107	-4	-11	16	84
CCCCOc1ccc(C(=O)NCCCC(=O)N2CCCCC2)cc1	-1	-6	84	10	114	6	2	5	84
Cc1cc(NCCNC2=CC(=O)CCC2)nc2ccccc12	6	2	/	3	/	7	-6	-7	/
CC(C)NS(=O)(=O)c1ccc(OCC(N)=O)c(Cl)c1	6	-5	101	0	97	1	-4	12	94
CCC(=O)NC(C)c1nc2ccccc2n1C (configuration not stated)	/	/	88	16	99	/	/	/	95
Cc1ccc(OCc2nc(C#N)c(NCc3ccc4c(c3)OCO4)o2)cc1	6	-4	107	31*	94	-3	-4	-12	97
Cc1cc(Cl)ccc1OCC(=O)NCCOc1nc(N2CCOCC2)nc(N2CCOCC2)n1	-20	-3	/	3	/	6	20	13	/
Cc1sc2ncn(CC(=O)NCc3ccccn3)c(=O)c2c1S(=O)(=O)N1CCOCC1	10	0	98	-17	102	6	-11	-10	107
CCN1CCCC1CNC(=O)CN1C(=O)COc2ccc(C)cc21 (configuration not stated)	/	/	97	14	93	/	/	/	103
C[C@@H](C(=O)NCc1ccccc1)N1C(=O)C2CC=CCC2C1=O (some centres not stated)	15	-3	102	6	101	8	-11	-15	94
CCCCC(c1nnnn1C1CCCC1)N1CCN(C(=O)c2ccco2)CC1 (configuration not stated)	14	-5	103	7	100	8	-12	-1	95
Nc1nncn1C(=O)CCc1ccccc1	0	-4	96	1	103	0	-2	-8	97
CC1(C)CC2CC(C)(CN2S(=O)(=O)c2cccc(N)c2)C1 (configuration not stated)	-4	-5	97	/	89	-7	6	-8	88
O=c1c2ccccc2sn1-c1ccccc1	-7	-2	/	16	/	-10	10	1	/
CCN(CC)CCCNc1nc2cc(OC)c(OC)cc2c2nc(-c3cccnc3)nn12	22	8	65	1	71	0	-23	-56	76
CCOC(=O)Cc1csc(NC(=O)c2c(-c3c(Cl)cccc3Cl)noc2C)n1	13	-8	76	20	96	-7	-13	8	79
O=C(N/N=C\c1ccc(COc2ccc([N+](=O)[O-])cc2)o1)c1ccc(Cl)cc1	-4	-4	/	16	/	-15	6	0	/
Cc1cc(N2CCC(C)CC2)nc(-n2nc(C)cc2C)n1	3	-3	1.7*	10	93	0	-4	17	121
CCOC(=O)c1cn(CC(=O)Nc2ccc(C)cc2)nn1	/	-4	101	-13	100	-2	/	11	98
O=C(COc1cccc(-n2cnnn2)c1)Nc1ccccc1	6	-5	98	/	99	1	-4	-11	92
O=C(Nc1ccncc1)Nc1ccc(F)cc1F	-10	-6	61	5	93	-5	10	-6	92
CCC(C)NC(=O)c1n[nH]c(=O)c2ccccc12 (configuration not stated)	-3	-4	102	-3	103	1	5	6	100
Cc1cccc(NC(=O)NCC(c2cccnc2)N2CCOCC2)c1 (configuration not stated)	9	-3	84	8	97	12	-7	-4	93
O=C(Nn1c(=S)[nH]c2ccccc2c1=O)c1ccncc1	7	2	95	11	/	-2	-7	4	87
Cc1ccc(-c2nn3nnnc3c3ccccc23)cc1C	10	-1	98	7	104	-8	-6	-1	112
COC(=O)c1c(C(=O)OC)c(-c2ccc(C)cc2)n2c1CS(=O)C2 (configuration not stated)	7	0	90	0	103	7	-8	2	102
CCOC(=O)c1cnc(SCc2cccc3ccccc23)nc1N	9	-3	53	1	85	4	-8	-11	100
COc1ccc(/C=C/C(=O)NCc2cnn(C)c2C)cc1COc1ccc(Br)cc1	0	-3	/	21	/	-13	-2	15	/
CCc1ccc(CCC(=O)Nc2ccc(S(N)(=O)=O)cc2)o1	1	-7	90	-1	96	9	-4	6	89
Cc1ccc(-c2nnn(CC(=O)N(Cc3cccs3)C(C(=O)NC3CCCC3)c3ccco3)n2)o1 (configuration not stated)	-4	-4	90	8	90	0	5	23	85
Cc1ccc(S(=O)(=O)Oc2ccc(C3C4=C(CCCC4=O)OC4=C3C(=O)CCC4)cc2)cc1	-5	-3	/	9	/	-5	6	10	/
O=C(CN(C(=O)CCC(=O)Nc1nccs1)c1ccc2c(c1)OCO2)NCC1CCCO1 (configuration not stated)	-9	-5	101	9	110	19	9	12	104
CC(=C/c1ccccc1)/C=N/n1cnnc1	-2	-2	77	7	98	5	4	4	41
CCn1c(SCC(=O)Nc2cccc(C)n2)nnc1-c1ccco1	5	0	94	-7	106	-5	-3	-16	94
COc1ccc(NC(=O)N2CCN(CCC#N)CC2)cc1	-1	-4	95	2	105	-2	3	24	109
CC(C)(C)n1nnnc1C(c1ccc2ncccc2c1)N1CCSCC1 (configuration not stated)	-6	-5	88	0	100	-5	7	2	107
COC(=O)C1=C(N)Oc2cc(C)[nH]c(=O)c2C1c1cccnc1 (configuration not stated)	-5	-5	/	5	/	8	8	-16	/
COc1ccccc1C(=O)Nc1c(C)n(C)n(-c2ccccc2)c1=O	7	-7	97	-2	101	-6	-8	9	104
CCOC(=O)c1sc(NC(=O)C2CC2)nc1C	4	-4	92	3	101	1	-7	12	98
O=C(CCc1c[nH]c2ccccc12)NCc1ccc2c(c1)OCO2	-7	-2	91	8	96	12	7	11	97
CCOC(=O)C(NC(=O)CC)(N1CCc2ccccc2C1)C(F)(F)F (configuration not stated)	-11	-6	88	3	97	9	14	14	92
NS(=O)(=O)c1ccc(NC(=O)CCC2CCCCC2)cc1	-48	-1	115	4	110	-1	50	2	103
N/C(Cc1cccs1)=N\OC(=O)COc1ccccc1	6	-2	92	-3	94	4	-8	-15	87
CCOC(=O)CCn1nnc(N)n1	/	/	102	26	101	/	/	/	99
COc1ccc(OC)c(C2C(C(=O)c3cc4ccccc4o3)=C(O)C(=O)N2c2cc(C)on2)c1 (configuration not stated)	16	-3	87	-5	109	4	-14	-20	113
COc1cc(C(=O)COC(=O)CNC(=O)C2CCCCC2)cc(OC)c1OC	3	-5	/	-5	/	15	-1	8	/
O=C(NC12CC3CC(CC(C3)C1)C2)N1CCC(O)CC1	3	1	97	15	97	5	2	-4	103
COc1ccc(N(Cc2cc3cc(OC)ccc3[nH]c2=O)S(C)(=O)=O)cc1	-5	-5	76	23	95	-11	5	-9	82
COC(=O)c1ccc(CSc2nnc(NC(=O)c3cc4c(s3)CCCC4)s2)cc1	-9	-1	7.6*	-9	106	-11	11	-14	78
Cc1cc(C(=O)NCCCc2ccccc2)no1	-4	-5	104	2	98	0	7	2	91
O=C(CCC(=O)NNC(=O)Nc1ccc(Cl)cc1)NCc1ccccc1	-2	-7	/	-1	/	10	5	-12	/
COC(=O)CSc1nnc2n1C(C)(C)Cc1ccccc1-2	3	-6	97	5	113	6	-2	-8	97
COc1cc(C(=O)NCc2cn3ccsc3n2)cc(OC)c1OC	3	-3	97	/	94	16	-3	-29	86
CCCCN(C)C(=O)C(Cc1ccccc1)NS(=O)(=O)c1ccc2c(c1)CCC(=O)N2 (configuration not stated)	-7	-7	58	11	98	7	6	-19	103
CSCCC(C(=O)N1C[C@]2(C)C[C@H]1CC(C)(C)C2)N1C(=O)c2ccccc2C1=O (some centres not stated)	-10	-11	99	7	105	4	13	11	92
CCOC(=O)CSc1nnc([C@H](CC(C)C)NC(=O)OC(C)(C)C)o1	14	-4	96	/	94	28	-12	-10	95
COC(=O)c1cccc(NC(=O)/C(=C\c2ccccc2)NC(=O)c2ccccc2Cl)c1	22	-10	/	10	/	-1	-24	32	/
O=C(NCc1ccccc1)c1ccc2nc(-c3ccco3)c(-c3ccco3)nc2c1	-10	-5	63	13	106	-7	4	-26	60
Clc1ccc(-c2nnc3n2CCCC3)cc1	-7	-3	/	9	/	4	5	16	/
CC(C)c1[nH]nc2c1C(c1cccs1)C(C#N)=C(N)O2 (configuration not stated)	-20	-5	40*	/	80	-11	23	1	71

# Further records follow:
compound	sEH activator	S1P2 ag	H69AR growth 86K	PostGolgi ctrl	Lung fibro prol	PTPN22 act	sEH inhibitor	S1P2 blocker	HUVEC inhibit
CO/N=C(\c1nonc1N)N1CCN(c2ccc([N+](=O)[O-])cc2Cl)CC1	4	-6	/	32*	/	-2	-6	-2	/
CCOC(=O)c1c[nH]c2c(Cl)ccc(Cl)c2c1=O	10	-6	64	-5	101	2	-10	17	85
CCc1ccc2[nH]c(=O)c(C(c3nnnn3Cc3ccc(OC)cc3)N3CCOCC3)cc2c1 (configuration not stated)	-6	-2	87	12	94	-6	5	2	96
N#CC(C(=O)NC1CC1)c1nc2ccccc2nc1N1CCN(C/C=C/c2ccccc2)CC1 (configuration not stated)	-3	-4	94	21	99	-10	6	9	82
CCN(CC)CCn1c(NCc2ccc(C)o2)nc2ccccc21	1	-3	74	-2	102	-6	-4	-43	87
CC1CCCC(C)N1C(=O)CN1CCN(c2nc(-c3ccc(F)cc3)cs2)CC1 (configuration not stated)	-16	-6	96	3	101	-5	19	-12	88
Cc1ccc2sc(NC(=O)CN3C(=O)CCC3=O)nc2c1C	/	/	98	3	99	/	/	/	104
O=C(CN1C(=O)CSc2ncccc21)NCCN1CCOCC1	-3	-5	101	19	96	-5	3	-5	92
CCOc1ccc(-n2c(=O)c3c(C)c(C)sc3n(CC(=O)NCc3ccco3)c2=O)cc1	-5	-7	40	-10	108	19	2	3	87
Cc1nc2cc(C(F)(F)F)ccc2n1C1CCN(CC(=O)NC(C)(C)C)CC1	2	-7	57	4	101	9	-4	-2	108
Cc1ccc(C)c2[nH]c(=O)c(C(c3nnnn3Cc3ccccc3)N3CCc4ccccc4C3)cc12 (configuration not stated)	0	-2	81	-6	85	10	0	6	74
